FN deposit inh – fibronectin deposition inhibition. inhibition, % at 12.6 µM. AH1F fibroblasts, Alexa488-fibronectin deposition fluorescence, overnight. 350,000 compounds, 0.086% hits. AID 743247;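 active = mean inhibition across replicates of 30% or more, regardless of how many single replicates reach that level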;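 also: positive control wells lacked labelled fibronectin entirely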
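Assay system: AH1F fibroblasts assembling fluorescent fibronectin matrix; Amount: 10000 AH1F cells per well; Buffer or medium: DMEM, 2% serum; Probe or stimulus: Alexa488-fibronectin, 24 nM final in well; Doses: single compound dose, delivered by pin transfer; Incubation: 1 h adhesion, overnight exposure; Measured by: fluorescence 485/525 nm; Read-out: fibronectin deposition inhibition.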
EWS-Fli block – EWS/Fli transcriptional activity inhibition; AID 651661; A673 NR0B1-luciferase reporter, viability-normalised; inhibition, % at 12.6 µM; 350,000 compounds, 0.67% hits;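 active = mean inhibition of at least 50% after viability correction, with every replicate also passing that limit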;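 also: firefly luciferase signal divided by Alamar Blue viability fluorescence both relative to DMSO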
RAD54 branch – blocks human RAD54 Holliday junction branch migration. FAM/BHQ fluorescence. inhibition, % at 10.4 µM. 360,000 compounds, 0.14% hits. AID 602329;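 active = mean normalized replicate activity at least 40 and at least half of replicates scoring 40 or more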;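 also: 0% = median of neutral control wells and 100% = median of positive control wells; inhibitors cause a drop in the FAM fluorescence signal; in these data hits start at about 50%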
Target sequence (Q92698 whole entry, looked up): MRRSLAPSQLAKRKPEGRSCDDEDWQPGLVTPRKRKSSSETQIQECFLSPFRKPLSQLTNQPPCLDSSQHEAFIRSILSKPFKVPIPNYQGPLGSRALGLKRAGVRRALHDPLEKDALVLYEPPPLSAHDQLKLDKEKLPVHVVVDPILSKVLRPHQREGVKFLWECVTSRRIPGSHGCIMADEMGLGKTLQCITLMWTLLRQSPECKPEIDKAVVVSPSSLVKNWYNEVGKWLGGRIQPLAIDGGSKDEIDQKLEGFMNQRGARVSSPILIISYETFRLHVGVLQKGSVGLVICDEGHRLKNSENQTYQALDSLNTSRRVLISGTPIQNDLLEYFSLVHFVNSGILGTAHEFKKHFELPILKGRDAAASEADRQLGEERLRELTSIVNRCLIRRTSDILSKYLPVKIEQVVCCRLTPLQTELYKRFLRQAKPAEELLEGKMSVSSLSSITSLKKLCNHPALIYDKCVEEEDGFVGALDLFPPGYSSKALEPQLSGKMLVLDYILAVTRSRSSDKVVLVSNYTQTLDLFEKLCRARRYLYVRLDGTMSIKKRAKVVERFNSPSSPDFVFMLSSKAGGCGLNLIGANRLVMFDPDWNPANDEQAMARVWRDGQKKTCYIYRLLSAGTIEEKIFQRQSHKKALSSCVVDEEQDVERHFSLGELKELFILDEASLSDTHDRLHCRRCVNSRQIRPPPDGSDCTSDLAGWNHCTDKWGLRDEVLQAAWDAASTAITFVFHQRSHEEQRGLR
E-selectin induc – induces E-selectin expression in human endothelial cells. activation, % at 7.58 µM. 260,000 compounds, 0.37% hits. HUVEC E-selectin immunofluorescence imaging; normalized: neutral wells 0, TNF-alpha wells 100. P16581;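 active = mean E-selectin-positive cell signal at least 10% of the positive control, reached in at least 60% of replicates, without over 20% cell loss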;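 also: in these data hits start at about 27%; measured in HUVEC primary endothelial cells; signal is the percent of cells scored E-selectin positive by PE staining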
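Read-out: % PE-positive cells | Test system: HUVEC | Doses: One compound dose added by pin transfer | Buffer or medium: EGM-2 over gelatin coat | Signal: Immunofluorescence imaging | Benchmarks: TNF-alpha, DMSO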
S100A4 inh HTS – S100A4-myosin IIA interaction inhibition. P26447. S100A4/TAMRA-MyoIIA peptide fluorescence polarization. inhibition, % at 10.7 µM. 360,000 compounds, 0.14% hits;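 active = mean inhibition of at least 70% across replicates, with every replicate also reaching that level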
Target sequence (P26447 whole entry, looked up): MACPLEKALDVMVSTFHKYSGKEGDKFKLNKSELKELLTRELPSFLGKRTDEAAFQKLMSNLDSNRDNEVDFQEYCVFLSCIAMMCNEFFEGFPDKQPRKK
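Material: human S100A4 monomer with TAMRA-labelled myosin IIA peptide; buffer or medium: HEPES pH 7.2 with CaCl2, KCl, NaCl, DTT, Triton; compound dosing: one concentration per compound; schedule: 5 min incubation before reading; benchmarks: neutral control DMSO, positive control TFP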
esBAF inh – SWI/SNF esBAF complex inhibition | mouse ES cells, Bmi1-luciferase knock-in reporter, 24 h; 100% = twice the neutral-well signal | reporter increase, % at 12.5 µM | 350,000 compounds, 2% hits; in the data active = activation above about 40%;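 also: 0% = median of the plate's neutral control wells and 100% = double that signal; a rise in the Bmi1 reporter signal indicates esBAF inhibition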
XiGFP reactiv – X-chromosome reactivation activator; AID 743238; XiGFP mouse fibroblasts, % GFP-positive cells imaging, 3 d; cells co-treated with 5-aza-dC sensitizer; scaled so ellipticine positive control = 100%; 360,000 compounds, 0.055% hits; activation, % at 7.58 µM;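 active = mean normalized replicate activation at least 10% and every replicate at or above 10%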;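 also: 0% = median of on-plate neutral control wells and 100% = ellipticine 6 µM median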
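Material: XiGFP fibroblasts, SV40-immortalized; Buffer or medium: DMEM containing 5-aza-dC; Compound dosing: single point; Times: 3 days compound exposure.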
RAD52 anneal inh – blocks human RAD52 DNA annealing; 360,000 compounds, 0.46% hits; AID 651710; recombinant RAD52 DNA annealing, FRET fluorescence; P43351; inhibition, % at 18.7 µM;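 active = every replicate showing at least 50% inhibition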
Active calls of the source: *; · = not tested or not shown.

Values in the order – FN deposit inh	EWS-Fli block	RAD54 branch	E-selectin induc	S100A4 inh HTS	esBAF inh	XiGFP reactiv	RAD52 anneal inh
#1 CC1(C(=O)OCC(=O)NNC(=O)COc2ccc(Cl)cc2)CC1(Cl)Cl (stereo not given)
 : -8.4	-1.7	1.2	·	-18.1	·	0.0	-8.3
#2 Cc1cc(C(=O)COC(=O)c2ccc[nH]c2=O)c(C)n1-c1ccccc1
 : 7.0	-11.3	-12.6	-2.0	-3.9	·	0.0	1.6
#3 CCCNC(=O)N[C@H]1CC[C@@H](CC(=O)NC2CCCCC2)O[C@H]1CO
 : -9.2	-6.0	-0.2	0.2	-31.5	-4.7	0.8	-6.7
#4 O=S(=O)(N[C@H]1CC[C@H](CCn2cc(Cc3ccccc3)nn2)O[C@H]1CO)c1ccccc1F
 : -1.5	·	-6.7	0.0	7.1	2.0	0.3	3.7
#5 COc1ccc(NC(=O)Nc2ccc3c(c2)C(=O)N([C@H](C)CO)C[C@@H](C)[C@H](CN(C)Cc2ccc(C(=O)O)cc2)OCCCC[C@H](C)O3)cc1
 : ·	-6.9	0.0	0.0	-1.4	2.7	0.3	2.5
#6 CC1CCCN(c2c3c(nc4ccccc24)CCCC3)C1 (stereo not given)
 : -7.9	25.9	7.4	0.2	-1.4	-6.5	0.0	2.9
#7 CC(NC(=O)C1CCN(C(=O)c2ccc(F)cc2)CC1)c1ccc(-n2ccnc2)cc1 (stereo not given)
 : 6.7	-0.4	9.4	·	3.0	-2.7	0.5	-0.6
#8 Cc1ccc(NC(=O)OCCN2CCN(S(=O)(=O)c3ccc(C)cc3)CCC2=O)cc1
 : 1.2	0.4	-1.7	-0.1	3.5	3.4	0.0	-17.1
#9 Cc1noc(C)c1S(=O)(=O)Nc1ccc2c(c1)C(=O)N([C@@H](C)CO)C[C@H](C)[C@H](CN(C)C(=O)Cc1ccccc1)OCCCC[C@@H](C)O2
 : ·	-110.9	-5.8	-0.2	23.1	-3.8	-0.3	-16.4
#10 CCN1/C(=C2/SC(=S)N(NC(C)=O)C2=O)Sc2ccc(Cl)cc21
 : -6.9	1.7	3.8	·	4.8	5.2	0.4	-116.0
#11 CCCCc1c(-c2ccc(OC)c(OC)c2)ncn1CCc1ccccc1OC
 : -13.5	0.8	·	-0.3	-6.9	·	-0.2	28.4
#12 C#CCOCCOCCOCCNc1nc(N2CCN(C(=O)[C@H](C(C)C)n3cc(CCO)nn3)CC2)nc(N2CCN(C(=O)[C@H](C(C)C)n3cc(CCO)nn3)CC2)n1
 : -3.7	1.6	-20.1	0.3	-1.2	-5.4	0.0	-2.7
#13 C=C1C2C[C@H](O)C(C)(C)[C@@]2(O)[C@H](O)C[C@]23C[C@@](C)(O)[C@H](CC[C@H]12)[C@H]3O (stereo not given in full)
 : -12.2	-1.5	-3.2	-0.1	-4.8	5.2	-0.1	-1.7
#14 C[C@H](CO)N1C[C@H](C)[C@@H](CN(C)Cc2ccc(Oc3ccccc3)cc2)Oc2ccc(NC(=O)Nc3ccccc3)cc2C1=O
 : ·	-0.2	1.8	0.5	21.3	4.2	0.1	-3.2
#15 CCOc1ccc(-c2nc3ccccc3c(=O)o2)cc1
 : 7.1	-70.7	3.2	·	1.4	·	0.0	7.5
#16 O=C(Nc1ccc(F)cc1)N1C[C@@H]2[C@H](c3ccccc31)[C@@H](CO)N2C(=O)c1cccnc1
 : 5.8	-12.6	-3.7	0.2	·	3.1	0.0	·
#17 COc1ccc(NC(=O)Nc2ccc3c(c2)CC(=O)N([C@H](C)CO)C[C@@H](C)[C@H](CN(C)Cc2ccc(C(=O)Nc4ccccc4N)cc2)O3)cc1
 : ·	43.6	·	·	66.8	·	0.3	-15.4
#18 CCOC(=O)CNC(=O)c1sc2ncnc(N3CCc4ccccc4C3)c2c1C
 : ·	5.4	3.1	·	-3.2	-2.2	·	-31.9
#19 CC12CCC(C/C1=N/O)C2(C)CBr (stereo not given)
 : -1.4	4.0	·	0.7	-1.8	-7.0	0.0	2.1
#20 CC(C)NC(=O)Nc1ccc2c(c1)CC(=O)N([C@@H](C)CO)C[C@@H](C)[C@H](CN(C)S(=O)(=O)c1cn(C)cn1)O2
 : ·	0.0	3.4	6.0	-4.0	-2.3	-0.1	-5.1
#21 COc1ccc2c3c(n(C)c2c1)[C@@H](CO)NCC31CCN(C(=O)Nc2ccc(F)cc2F)CC1
 : -3.7	4.7	·	0.3	22.0	·	0.0	-20.8
#22 Cc1ccc(C(=O)NC2CCCCNC2=O)cc1 (stereo not given)
 : 0.2	-46.1	-7.7	0.2	-6.5	30.4	0.2	-10.0
#23 Cc1ccc2c(c1)cc(C(=O)NCc1ccccc1)n2C
 : 1.0	-68.7	1.2	0.4	-12.4	4.6	0.4	-4.3
#24 C[C@H]1CN([C@@H](C)CO)C(=O)c2cc(C3=CCCCC3)cnc2O[C@H]1CN(C)C(=O)c1ccccn1
 : -4.3	-25.3	-14.0	-0.1	8.3	0.7	-0.3	0.2
#25 C[C@H](NC(=O)C1CC(=O)N(c2ccc(F)cc2)C1)C(=O)N1CCCCC1 (stereo not given in full)
 : -5.6	2.3	-2.8	·	15.3	7.4	0.1	-16.5
#26 CCSC1=C(C#N)C(CC(C)C)C2=C(CCCC2=O)N1 (stereo not given)
 : -3.0	9.4	2.4	0.2	-21.8	·	-0.1	-72.4
#27 O=C(OCC(=O)c1cccc2ccccc12)c1ccc(CO)cc1
 : -1.1	-0.3	-1.9	11.0	12.0	·	0.0	-1.3
#28 CCOc1cc(CN2CCN(Cc3ccc(C)o3)C(CCO)C2)ccc1OC (stereo not given)
 : 2.6	1.9	·	·	-2.7	·	0.0	-4.7
#29 COc1ccc(NC(=O)CN(C)C(=O)/C=C/c2ccc(OCc3ccccc3)cc2)cc1
 : -7.2	26.7	5.5	0.1	-3.2	-1.3	0.0	-7.7
#30 Cc1ccc(NC(=O)NCCSc2ccc(C)cc2)cc1
 : -5.5	5.2	15.8	0.3	3.9	·	-0.1	6.8
#31 CCCNC(=O)CCC(NS(=O)(=O)c1ccc(C)cc1)C(=O)NCCC (stereo not given)
 : ·	3.5	4.1	·	-18.3	-4.3	·	-25.8
#32 COc1cccc(COC(=O)c2ccc3c(c2)NC(=O)C(C)S3)c1OC (stereo not given)
 : -10.6	-3.8	0.7	·	-2.6	-6.4	0.0	-17.7
#33 O=C(NCC1COCCO1)c1cc(COc2c(F)cccc2F)on1 (stereo not given)
 : 5.1	·	0.5	-0.3	1.6	-2.8	0.0	-16.1
#34 Cc1cccc(C)c1NC(=O)Cn1cc(C=O)c2ccccc21
 : -6.5	7.7	-1.2	·	-5.1	3.1	0.0	-11.5
#35 C#CCOCCOCCOCCNc1nc(N2CCOCC2)nc(N2CCN(C(=O)[C@H](CCCCN)n3cc(CN)nn3)CC2)n1
 : -1.5	-2.1	-8.9	-0.1	7.2	-2.8	0.1	9.2
#36 CCOc1ccc(CC(=O)NNC(=S)NC)cc1
 : -3.3	5.4	-4.3	0.1	-2.2	·	0.1	-5.8
#37 CCOC(=O)C[C@H]1c2ccccc2S(=O)(=O)N1Cc1cc(OC)c(OC)c(OC)c1
 : 1.8	3.9	-1.0	1.1	·	·	0.0	·
#38 COCCNC(=O)C1(C)CCCN(C(=O)c2ccco2)C1 (stereo not given)
 : 1.8	-3.3	-6.5	1.7	8.6	4.3	0.2	-5.8
#39 COc1ccc2c3c(n(C)c2c1)[C@H](CO)N(C(=O)c1cccc(F)c1)CC31CN(C(=O)c2cccc(F)c2)C1
 : 15.1	9.6	·	-0.1	1.6	·	0.0	5.1
#40 O=C(NN=Cc1ccccc1O)C(O)c1ccccc1 (stereo not given)
 : 6.7	10.3	3.2	-0.1	0.7	-2.9	0.1	-23.9
#41 C[C@@H]1CN([C@H](C)CO)C(=O)c2cccc(NS(=O)(=O)c3ccc(F)cc3)c2O[C@@H]1CN(C)Cc1ccc(C(=O)Nc2ccccc2N)cc1
 : ·	49.7	-1.5	20.7	-3.5	-28.5	0.2	-0.1
#42 CC(=O)Nc1ccc(NC(=O)c2c(C)nn(-c3ccccc3)c2Cl)cc1C
 : -3.0	-5.5	·	1.1	-0.3	·	-0.7	-7.7
#43 COc1cc(NC(=O)c2ccc(-c3cccnc3)c3ccoc23)cc(OC)c1OC
 : 17.3	-17.6	0.5	0.5	1.3	5.9	0.5	-6.2
#44 C=CCN(c1ccccc1)S(=O)(=O)c1cccc(C(=O)Nc2nnc(SCC)s2)c1
 : 1.6	2.2	·	0.2	7.5	·	0.0	-31.4
#45 C[C@H]1CN([C@@H](C)CO)S(=O)(=O)c2ccc(C#Cc3ccc(F)cc3)cc2O[C@H]1CN(C)C(=O)CN(C)C
 : 5.8	3.4	3.8	-0.5	1.5	6.0	-1.1	71.0*
#46 COc1ccccc1NC(=O)c1ccc(C(=O)c2ccccc2)o1
 : -7.7	-4.5	3.7	2.5	-2.0	9.9	0.1	-5.8
#47 CCCCNC(=S)Nc1cccc(S(=O)(=O)NC2=NCCC2)c1
 : -3.0	0.0	-1.8	-0.3	-3.7	1.3	0.0	-8.6
#48 Cc1ccc(OCC(=O)N2CCN(c3ccc([N+](=O)[O-])c(N4CCOCC4)c3)CC2)cc1
 : ·	4.4	-1.8	·	-6.9	-3.5	·	-19.0
#49 CC(=O)C(Sc1ccc2nnc(-c3ccncc3)n2n1)C(C)=O
 : 3.7	-2.6	3.0	-0.7	-0.2	-4.7	0.1	-1.6
#50 COc1ccc(-c2ccc3n(c2=O)C[C@H]2[C@H](CO)[C@@H](C(=O)NCCN4CCCC4)N(C)[C@@H]32)cc1
 : 13.1	-0.1	·	0.0	-4.3	·	0.0	0.3
#51 O=C(NC1CCN(S(=O)(=O)c2cccc([N+](=O)[O-])c2)CC1)C1CCCCC1
 : 3.1	0.5	1.9	0.0	2.8	-8.9	0.1	6.9
#52 CCOC(=O)C1CCN(C(=O)CC2(CC(=O)O)CCCC2)CC1
 : 1.0	-7.6	-10.0	-0.1	4.7	4.2	0.0	1.6
#53 O=S(=O)(c1ccc(-c2csc(-c3cccnc3)n2)cc1)N1CCOCC1
 : -3.4	4.6	·	-2.2	-3.5	-3.8	0.0	-7.9
#54 CCCNC(=O)C[C@H]1C[C@H]2c3cc(NC(=O)COC)ccc3O[C@H]2[C@@H](CO)O1
 : ·	-3.6	-33.4	-0.5	4.1	5.0	0.0	-7.3
#55 CCN1CCN(CC(=O)Nc2ccc(C)cc2C)C(=O)C1=O
 : 3.1	0.2	6.3	-0.1	5.8	2.4	0.0	-11.9

High-throughput results from PubChem.
